Hck Nef HTS = human Hck-Nef kinase inhibition; AID 463187; hit rate 0.68% among 220,000; P08631; Recombinant Hck-YEEI plus Nef, Z-Lyte FRET kinase assay; inhibition, % at 20 µM;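 active means Hck-Nef kinase inhibition above about 50%, limit read from the data; inactive means inhibition below that limit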;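 further: 0% = DMSO with Hck plus Nef and 100% = Hck alone without Nef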
p97 ATPase inh = human p97 ATPase inhibition; P55072; recombinant p97 ATPase, Kinase-Glo ATP luminescence, 3 h; inhibition, % at 8 µM; hit rate 0.42% among 220,000; AID 1481; in the data active means inhibition above about 15%;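 further: 0% = DMSO vehicle and 100% = wells lacking enzyme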
Target sequence (P55072 whole entry, looked up): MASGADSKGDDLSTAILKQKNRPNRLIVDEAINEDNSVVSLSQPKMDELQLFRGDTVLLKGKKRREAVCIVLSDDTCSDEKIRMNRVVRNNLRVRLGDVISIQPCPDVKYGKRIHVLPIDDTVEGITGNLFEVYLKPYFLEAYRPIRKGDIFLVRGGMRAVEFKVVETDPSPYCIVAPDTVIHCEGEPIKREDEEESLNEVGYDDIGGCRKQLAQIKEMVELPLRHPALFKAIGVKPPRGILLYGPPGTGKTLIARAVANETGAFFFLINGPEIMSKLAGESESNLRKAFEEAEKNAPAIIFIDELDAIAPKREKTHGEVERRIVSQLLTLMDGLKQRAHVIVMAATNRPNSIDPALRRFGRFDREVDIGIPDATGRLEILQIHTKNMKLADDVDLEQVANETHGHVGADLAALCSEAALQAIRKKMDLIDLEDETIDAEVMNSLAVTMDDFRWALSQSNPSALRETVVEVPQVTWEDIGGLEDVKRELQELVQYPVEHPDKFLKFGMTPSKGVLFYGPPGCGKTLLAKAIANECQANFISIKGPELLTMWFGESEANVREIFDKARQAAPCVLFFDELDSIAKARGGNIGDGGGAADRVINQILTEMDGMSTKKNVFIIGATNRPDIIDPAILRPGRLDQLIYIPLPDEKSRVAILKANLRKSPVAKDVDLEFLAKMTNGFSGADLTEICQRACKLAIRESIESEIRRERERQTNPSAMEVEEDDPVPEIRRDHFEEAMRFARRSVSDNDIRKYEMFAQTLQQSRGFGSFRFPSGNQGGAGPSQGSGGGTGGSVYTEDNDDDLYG
MDM2 E3 inh = Mdm2 E3 ligase (human) inhibition; hit rate 0.11% among 210,000; signal enhancement, % at 5 µM; cell-based MDM2 ubiquitination luciferase reporter, 2 h; 0 = plate control, 100 = twice control, blank-subtracted; Q00987;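 active means signal enhancement of 30% or more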;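 further: luminescence tracks abundance of the self-degrading MDM2-luciferase fusion protein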
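Assay system: mammalian cells stably expressing self-ubiquitinating, self-degrading MDM2 E3–luciferase fusion. Quantity: 2000 cells in each well. Medium: DMEM culture medium. Compound dosing: single-point 5 µM. Timing: cell settling 4 h, compound treatment 2 h, both 37 °C. Technique: luciferase luminescence. Read-out basis: percent signal gain over controls, blank-subtracted. Benchmarks: plate controls and plate blanks.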
NPY-Y1 antag = antagonists of human neuropeptide Y receptor Y1. HEK293-CNG Y1 cells, membrane potential fluorescence; NPY at EC95, then isoproterenol. AID 1040. hit rate 1% among 200,000. P25929. inhibition, % at 3.6 µM;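 active means inhibition above the campaign mean inhibition of all tested compounds plus 3 SD, cut at about 20% in these data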;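 further: 0% = DMSO wells given NPY plus isoproterenol and 100% = isoproterenol alone without NPY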
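Benchmarks – high control isoproterenol alone, low control NPY with isoproterenol · Material – HEK293 Y1/CNG channel cell line · Times – dye 3 h, compound 60 min room temperature, stimulation 45 min · Probe or stimulus – NPY (25 nM), isoproterenol (1 µM), Ro 20-1724 (25 µM) · Evaluation – % inhibition of NPY effect · Signal – fluorescence, membrane potential probe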
Runt-SMMHC FRET = blocks binding of human RUNX1 Runt domain to CBFb-SMMHC. Q01196+Q13951. Cerulean-Runt/Venus-CBFb-SMMHC FRET ratio 530/480, 1 h. inhibition, % at 20 µM. hit rate 0.74% among 220,000;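 active means mean inhibition across duplicate retests at 20 µM reaching about 50%, limit read from the data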;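 further: 0% = DMSO wells and 100% = wells with excess untagged CBFb-SMMHC; inhibitors lower the FRET ratio by blocking Runt binding to CBFb-SMMHC; some results filed as inactive read as strong as hits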
NPY1 pot ag = human NPY-Y1 potentiation or agonism, primary screen; P25929; NPY-Y1 expressing cells, potentiator/agonist activation; activation, % at 3.6 µM; hit rate 0.37% among 220,000; AID 1304; in the data active means activation above about 33%, passing the limit was not always enough;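 further: cells stimulated with NPY at EC10 then isoproterenol at EC100; 0% = low agonist plus stimulus and 100% = saturating agonist plus stimulus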
NPY2 pot ag = human NPY-Y2 potentiation or agonism, primary screen; P49146; cells expressing NPY-Y2, potentiator/agonist read-out; activation, % at 3.6 µM; hit rate 0.45% among 220,000; in the data active means activation above about 27%;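 further: cells stimulated with NPY near EC25 plus isoproterenol at EC100; 0% = vehicle plus submaximal agonist and 100% = vehicle plus saturating agonist; some results beyond the cut were filed as inactive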
Runt-CBFb FRET = inhibitors of human RUNX1 Runt domain binding to CBFb | inhibition, % at 20 µM | AID 1496 | hit rate 0.46% among 220,000 | Cerulean-Runt/Venus-CBFb FRET ratio 530/480, 1 h;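 active means inhibition over about 50% at 20 µM in the single-dose screen, limit read from the data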;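 further: 0% = DMSO wells and 100% = excess unlabeled CBFb competitor control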
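test system = Cerulean-Runt domain fusion protein, energy donor | probe or stimulus = Venus-CBFb binding partner, 100 nM | incubation = two 1 h room-temperature incubations shielded from light | detection = fluorescence energy transfer, 422 nm excitation, 530/480 nm emission | measure = loss of energy transfer signal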
RBBP9 inhibitor = human RBBP9 hydrolase inhibition. O75884. recombinant RBBP9, FP-Rh probe fluorescence polarization. inhibition, % at 7.94 µM. hit rate 0.2% among 220,000. AID 1515;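 active means inhibition above the campaign mean of all tested compounds plus 3 SD, cut at about 14% in these data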;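 further: plate controls were DMSO wells with RBBP9 for no effect and wells lacking RBBP9 protein for full effect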
Target sequence (O75884 whole entry, looked up): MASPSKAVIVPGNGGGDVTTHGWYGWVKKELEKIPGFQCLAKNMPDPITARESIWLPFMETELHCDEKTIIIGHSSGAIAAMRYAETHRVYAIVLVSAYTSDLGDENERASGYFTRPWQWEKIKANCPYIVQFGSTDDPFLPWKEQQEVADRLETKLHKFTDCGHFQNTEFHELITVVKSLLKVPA
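Assay system: recombinant human RBBP9; Reagent: Serine-hydrolase probe FP-Rh, 375 nM pre-mixing; Doses: 7.94 µM single dose, 0.794% DMSO; Incubation: 30 min then 45 min, 25 °C; Detection: fluorescence polarization (mP), excitation 525 nm, emission 598 nm; Evaluation: percent inhibition from mP, scaled between DMSO and no-protein wells.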
The depositor's hits bear a star; x = no result given.

1	COc1ccc(CC2(CO)CCN(Cc3cnn(-c4ccc(F)cc4)c3)CC2)cc1
2	COc1ccc2cc(S(=O)(=O)N3CCCCC3)ccc2c1S(=O)(=O)N1CCCCC1
3	O=C1C=C(NCCc2ccccc2)C2(CCCCC2)O1
4	CCn1nnnc1NCc1ccc(N2CCCC2)cc1
5	CCOC(=O)CC(NC(=O)Cn1nnc(-c2ccccc2F)n1)c1ccccc1Cl (stereo unspecified)
6	CCOC(=O)C1CCCN(C(=O)N2CCOCC2)C1 (stereo unspecified)

entry no.,1,2,3,4,5,6
RBBP9 inhibitor,-4,0,-9,-6,-9,2
Runt-CBFb FRET,0,-2,0,8,0,0
Runt-SMMHC FRET,6,2,-1,9,-1,2
NPY-Y1 antag,15,5,1,8,3,0
p97 ATPase inh,-1,3,4,0,-1,4
MDM2 E3 inh,-15,-39,6,-18,-2,-10
NPY1 pot ag,-25,-20,14,-1,13,19
NPY2 pot ag,-20,1,-3,-5,-4,9
Hck Nef HTS,22,6,21,5,15,2

7	Cc1ccccc1N1C(S)=C(C#N)C(=O)NC12CCCCC2
8	CCOC(=O)N1CCN(C(=O)CSc2nc(-c3cccc(C)c3)ns2)CC1
9	CC(C)Cn1c(Br)nc2c1c(=O)n(CCC#N)c(=O)n2C
10	CCOC(OCC)P(=O)(C(C)C)C(C)C
11	COC(=O)c1cc2occc2n1Cc1nc(-c2ccc(Cl)cc2)oc1C
12	CC(C)(C)NC(=O)C1CN(S(=O)(=O)c2ccccc2)CCN1S(=O)(=O)c1ccccc1 (stereo unspecified)

entry no.,7,8,9,10,11,12
RBBP9 inhibitor,1,-6,-8,-7,-3,3
Runt-CBFb FRET,11,4,-1,2,-7,-1
Runt-SMMHC FRET,7,1,4,-2,-5,4
NPY-Y1 antag,-2,5,0,1,10,0
p97 ATPase inh,-2,-5,5,0,-2,4
MDM2 E3 inh,-16,-6,-15,-3,x,-6
NPY1 pot ag,-19,-16,22,4,-17,1
NPY2 pot ag,-3,-10,28,5,-10,0
Hck Nef HTS,9,-2,0,0,-1,0

13	CCCCc1ccc(NC(=O)N[C@@H](CC(C)C)C(=O)O)cc1
14	Cc1ccc(N=Cc2sc(O)c3ccccc23)cc1
15	O=C(Nc1nc(-c2ccc(Cl)cc2)cs1)NC1CCCCC1
16	CCNC(=O)C12CCC(C)(C(=O)O1)C2(C)C (stereo unspecified)
17	CCn1c(COc2cccc3ccccc23)nnc1SCC(=O)OC1CCCCC1
18	Cc1cc(C(=O)Cn2nc(C(=O)O)c3ccccc3c2=O)c(C)n1-c1ccc(OC(F)F)cc1

entry no.,13,14,15,16,17,18
RBBP9 inhibitor,-10,-3,-9,-3,-8,-16
Runt-CBFb FRET,-2,-100,-2,0,-4,-2
Runt-SMMHC FRET,-2,-38,-1,-1,-5,-1
NPY-Y1 antag,x,2,14,4,5,6
p97 ATPase inh,-10,-7,2,-1,-5,-2
MDM2 E3 inh,-13,-12,5,-8,-15,-6
NPY1 pot ag,-10,36,4,-2,9,-26
NPY2 pot ag,-24,18,-4,-3,-7,-10
Hck Nef HTS,5,-2,3,3,0,30

19	CN1CCN(CCCN(Cc2cccs2)C(=S)Nc2ccc(Cl)cc2)CC1
20	O=C(c1cnccn1)N1CCN(S(=O)(=O)c2ccc3ccccc3c2)CC1
21	COc1ccc2c(c1)nc(SCC(=O)c1ccc(Br)s1)n2C
22	CCCCCCCCNC(=O)c1cnccn1
23	CSCCC(NS(=O)(=O)c1ccc(F)cc1)C(=O)NCc1ccc(S(N)(=O)=O)cc1 (stereo unspecified)
24	O=C(OCCN=C1NS(=O)(=O)c2ccccc21)C1CC(=O)N(c2ccc(Cl)cc2)C1 (stereo unspecified)

entry no.,19,20,21,22,23,24
RBBP9 inhibitor,-3,-6,-6,5,0,-6
Runt-CBFb FRET,1,1,10,-5,-2,0
Runt-SMMHC FRET,-2,-3,13,1,-2,1
NPY-Y1 antag,2,6,7,-2,x,0
p97 ATPase inh,1,-4,2,1,6,7
MDM2 E3 inh,-22,-19,-5,-2,x,-15
NPY1 pot ag,11,-1,6,0,3,-3
NPY2 pot ag,9,-1,-4,-1,13,-13
Hck Nef HTS,1,-24,0,10,23,2

25	Cc1ccc(-c2cnn(-c3cccc([N+](=O)[O-])c3)c2N)cc1
26	Cc1c(O)ccc2c(CN(C)Cc3ccccc3)cc(=O)oc12
27	CCOc1cc(/C=N\NC(=O)Cn2nnc3ccccc32)ccc1O
28	Cc1cccc(C)c1NC(=O)CSc1nnc(CCCCCNC(=O)OC(C)(C)C)o1
29	CC1(O)c2ccccc2C(=O)N1CCc1ccccc1F (stereo unspecified)
30	O=C1/C(=C/c2ccncc2)SC(=S)N1Nc1ccccc1

entry no.,25,26,27,28,29,30
RBBP9 inhibitor,-4,-8,-5,-11,0,-6
Runt-CBFb FRET,17,46,3,0,-3,50*
Runt-SMMHC FRET,-8,81*,6,0,-2,28
NPY-Y1 antag,-5,x,-1,11,1,x
p97 ATPase inh,-1,3,5,-10,0,-2
MDM2 E3 inh,-3,-24,26,-10,-6,-9
NPY1 pot ag,24,-1,2,-12,13,-14
NPY2 pot ag,28,-12,-6,-4,-5,3
Hck Nef HTS,0,39,20,-1,0,-28

31	COc1ccc2nc(NC(=O)CCN3C(=S)NC(C)(C)CC3C)sc2c1 (stereo unspecified)
32	CCOc1ccc2nc3c(cc2c1)CN(CCOC)C(=NC)S3
33	Cc1nnc2ccc(N3CCN(c4ccccn4)CC3)nn12
34	COc1cccc(NC(=S)N(CCc2nc3cc(C)c(C)cc3[nH]2)Cc2cccnc2)c1
35	COc1cccc(C(=O)NC2CCCC2)c1
36	O=C(CSc1nnc(Cn2nnc(-c3ccccc3)n2)n1-c1ccccc1)Nc1ccccc1

entry no.,31,32,33,34,35,36
RBBP9 inhibitor,-12,-7,-5,-5,-6,-3
Runt-CBFb FRET,-2,2,0,-6,-1,-5
Runt-SMMHC FRET,4,-4,1,5,4,-2
NPY-Y1 antag,0,-2,-3,4,-6,4
p97 ATPase inh,0,1,8,-2,3,4
MDM2 E3 inh,-4,2,-13,-7,-22,-8
NPY1 pot ag,10,-10,14,3,9,15
NPY2 pot ag,-12,-8,24,-4,7,4
Hck Nef HTS,4,12,4,-1,24,2

37	CC(C)(C)C(=O)NC(=S)Nc1ccccc1F
38	Nc1nc(SCC(=O)Nc2ccc([N+](=O)[O-])cc2Br)n[nH]1
39	Cc1ccc(/C=N/NS(=O)(=O)c2ccccc2)o1
40	Cc1cc(NCc2ccccn2)n2ncc(-c3ccc(Cl)cc3)c2n1
41	c1cc(C(c2nnnn2C2CCCCC2)N2CCN3CCCC3C2)ccn1 (stereo unspecified)
42	Cc1ccc(SCCNS(=O)(=O)c2ccc(F)cc2)cc1

entry no.,37,38,39,40,41,42
RBBP9 inhibitor,-8,0,-5,-9,-9,-10
Runt-CBFb FRET,29,0,1,-2,-3,-2
Runt-SMMHC FRET,0,2,6,3,-2,2
NPY-Y1 antag,7,-2,10,x,0,8
p97 ATPase inh,5,-1,0,0,-4,-4
MDM2 E3 inh,-10,-3,-11,-11,-3,-18
NPY1 pot ag,11,-27,-7,29,-7,-21
NPY2 pot ag,2,-5,4,16,4,-22
Hck Nef HTS,0,-8,0,-1,0,1

43	CCC(=O)Nc1sc(C(=O)Nc2ccccc2F)c(C)c1C(=O)OC
44	O=C(CSc1ccc(Cl)cc1)NNC(=O)c1cccnc1
45	O=C(Nc1ccc(NC(=O)c2cccs2)cc1)c1ccc2c(c1)OCCO2
46	CCCOc1ccc(-c2csc3ncn(Cc4ccc(C(=O)O)cc4)c(=O)c23)cc1
47	COc1ccc(N(C(=O)CNS(=O)(=O)c2ccccc2)C(C(=O)NCc2ccco2)C(C)C)cc1 (stereo unspecified)
48	CCCOc1ccc(C(=O)C(CN2CCOCC2)c2ccccc2)cc1 (stereo unspecified)

entry no.,43,44,45,46,47,48
RBBP9 inhibitor,-8,-5,-10,-6,-2,-7
Runt-CBFb FRET,x,0,0,-5,1,-3
Runt-SMMHC FRET,x,-4,0,-6,1,0
NPY-Y1 antag,2,6,x,3,-2,-1
p97 ATPase inh,-3,4,0,6,0,2
MDM2 E3 inh,-2,3,x,-6,1,1
NPY1 pot ag,-12,3,-5,4,10,-12
NPY2 pot ag,-4,-8,2,0,8,-10
Hck Nef HTS,22,20,30,24,19,0

49	NC(=O)c1nsc(C(=O)N(c2ccc(Cl)cc2)C(C(=O)NCC2CCCO2)c2cccs2)c1N (stereo unspecified)
50	COc1ccc(CCNC(=O)C(C)Sc2ccc(C)cc2)cc1OC (stereo unspecified)
51	Cc1cc(C)cc(N(CC(=O)NCc2ccco2)C(=O)CCC(=O)Nc2nccs2)c1
52	COc1ccc(C(=O)SC2=NCCS2)cc1
53	O=C(CNS(=O)(=O)c1cccc2nonc12)NCc1ccc(F)cc1

entry no.,49,50,51,52,53
RBBP9 inhibitor,-4,-5,-3,1,-3
Runt-CBFb FRET,-2,-1,x,-1,-1
Runt-SMMHC FRET,2,-4,x,-4,-4
NPY-Y1 antag,-6,6,-4,2,5
p97 ATPase inh,-1,-5,1,2,-1
MDM2 E3 inh,13,5,-6,-1,0
NPY1 pot ag,9,-7,6,-9,-10
NPY2 pot ag,-2,1,-2,-3,-5
Hck Nef HTS,15,0,20,5,-6

Screening data (PubChem)
